Bioassay records (PubChem)
LEDGF integ inh: blocks HIV-1 LEDGF/p75-dependent DNA integration; AID 743269; 370,000 compounds, 0.64% hits; TR-FRET IN-LEDGF/p75 DNA integration, Eu/Cy5; inhibition, % at 3.7 µM;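 active = inhibition above the screen-wide mean plus 3 SD, cut at about 13% in these data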;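 also: signal is the Cy5 over europium emission ratio at 671 and 618 nm; 0% = plate median of compound wells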
NR1D1 modulator: modulates human Rev-erb alpha binding to DNA; P20393; activity, % at 10 µM; Rev-erbα–FITC-DNA binding, fluorescence polarization, 90 min; 370,000 compounds, 0.79% hits; AID 1259318;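 active = activity above about 14%, limit read from the data; passing the limit was not always enough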;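 also: 0% = DMSO wells with 35 nM protein and 100% = DMSO wells with 750 nM protein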
UHRF1 MBD2 ctr: human UHRF1 methylated DNA binding inhibitors; Q96T88; UHRF1 binding to methylated oligo, TR-FRET; inhibition, % at 4.4 µM; 370,000 compounds, 0.75% hits; in the data active = inhibition above about 21%;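 also: UHRF1 SRA domain binding a hemimethylated CpG hairpin DNA probe; 0% = median of test compound wells and 100% = reference inhibitor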
Target sequence (Q96T88 whole entry, looked up, the tested form may be a part): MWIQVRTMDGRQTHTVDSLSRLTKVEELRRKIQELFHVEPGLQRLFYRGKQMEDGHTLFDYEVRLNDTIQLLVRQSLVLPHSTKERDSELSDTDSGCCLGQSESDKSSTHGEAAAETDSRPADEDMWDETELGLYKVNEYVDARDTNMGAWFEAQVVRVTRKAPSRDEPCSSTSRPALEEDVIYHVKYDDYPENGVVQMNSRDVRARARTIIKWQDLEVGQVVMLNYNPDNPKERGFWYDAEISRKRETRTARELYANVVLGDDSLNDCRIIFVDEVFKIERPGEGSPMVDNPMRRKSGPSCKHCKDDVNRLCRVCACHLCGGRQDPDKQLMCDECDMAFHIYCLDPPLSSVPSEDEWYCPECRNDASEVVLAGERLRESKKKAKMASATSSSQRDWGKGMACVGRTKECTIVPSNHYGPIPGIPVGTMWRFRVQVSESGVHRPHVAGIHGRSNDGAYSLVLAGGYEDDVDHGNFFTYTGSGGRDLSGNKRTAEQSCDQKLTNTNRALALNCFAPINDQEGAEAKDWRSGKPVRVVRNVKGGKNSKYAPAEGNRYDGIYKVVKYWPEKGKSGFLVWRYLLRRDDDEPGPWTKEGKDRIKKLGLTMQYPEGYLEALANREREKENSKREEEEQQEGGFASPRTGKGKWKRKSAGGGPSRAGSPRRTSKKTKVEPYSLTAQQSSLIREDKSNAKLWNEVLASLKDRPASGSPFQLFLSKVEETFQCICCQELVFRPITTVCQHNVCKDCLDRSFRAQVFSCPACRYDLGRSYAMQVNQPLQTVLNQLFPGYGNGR
TCR-CD3 inh: inhibitors of human TCR-CD3 interaction; TAMRA-labeled TCR probe fluorescence, biochemical; inhibition, % at 9.4 µM; 360,000 compounds, 0.37% hits; AID 651800; in the data active = inhibition above about 19%;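 also: recombinant mutant TCR 2C K166C tagged with TAMRA read by polarization; 0% = receptor in buffer alone and 100% = receptor with positive control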
MBD2 inh: inhibitors of human MBD2 binding to methylated oligonucleotide | TR-FRET | inhibition, % at 4.4 µM | 370,000 compounds, 0.31% hits; in the data active = inhibition above about 13%
PG9 binder: PG9 antibody binding by small molecule; inhibition, % at 6.7 µM; 360,000 compounds, 0.43% hits; TR-FRET gp120-PG9 antibody binding; AID 624416; in the data active = inhibition above about 8.5%
HTRA1 inhibitor: inhibitors of human serine peptidase HTRA1 | inhibition, % at 5.96 µM | AID 504803 | Q92743 | recombinant HTRA1, FP-rhodamine activity-based probe, fluorescence polarization | 340,000 compounds, 0.5% hits; in the data active = inhibition above about 36%;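 also: 0% = enzyme with DMSO and 100% = wells lacking enzyme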
PRMT1 inh: blocks human protein arginine methyltransferase 1. recombinant PRMT1, activity-based probe fluorescence polarization. AID 652257. inhibition, % at 2.79 µM. 370,000 compounds, 1.3% hits. Q99873;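 active = inhibition above about 21% made by adding two undisclosed values, limit read from the data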
rCAG RNA binder: binds r(CAG) RNA repeats | r(CAG) RNA repeat, TO-PRO-1 dye displacement fluorescence | inhibition, % at 3 µM | AID 651821 | 370,000 compounds, 1.3% hits;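 active = inhibition above the plate cutoff, the mean of all test compounds on that plate plus 3 SD, cut at about 35% in these data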;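 also: 0% = DMSO alone and 100% = 100 µM mitoxantrone as full dye displacement; higher means more dye released from RNA so lower well fluorescence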
mABHD4 FP: inhibits mouse alpha/beta hydrolase domain 4; 370,000 compounds, 0.54% hits; inhibition, % at 8.92 µM; purified mABHD4, FP-Rh probe fluorescence polarization; Q8VD66;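 active = inhibition exceeding the mean over every tested compound plus 3 SD, cut at about 30% in these data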;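 also: 0% = plate median of compound wells and 100% = S159A mutant with DMSO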
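Assay system: wild-type mouse ABHD4 protein; compound: single nominal dose of 8.92 µM, 0.89% DMSO final; schedule: 45 min + 60 min at 25 °C; measured by: FP readout, ex 525 nm / em 598 nm; evaluation: % inhibition of FP-Rh probe binding versus controls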
* = called active by the depositor; . = no result given. A portion of the library; the hit share may differ from the screen's.

compound	LEDGF integ inh	NR1D1 modulator	UHRF1 MBD2 ctr	TCR-CD3 inh	MBD2 inh	PG9 binder	HTRA1 inhibitor	PRMT1 inh	rCAG RNA binder	mABHD4 FP
O=C(CSc1nc(-c2ccccc2)cs1)NCc1ccco1	-1	-3	0	-4	3	1.6	-5	3	-2	-8
CCC(C)NC(=O)COC(=O)c1oc2ccccc2c1CSc1ccc(Cl)cc1 (stereo not given)	-5	0	12	-7	-1	-0.9	2	3	0	-3
COc1ccc(S(=O)(=O)N2CCN(CC(=O)Nc3cccc(OC)c3)CC2)cc1	-1	3	-1	-3	-4	-0.3	-4	-1	-3	5
Cc1cc(-c2ccc(S(=O)(=O)NCc3ccc(F)cc3)cc2)on1	-1	-2	2	-4	-2	-0.3	-9	6	0	-8
Cc1ccc(S(=O)(=O)N2CCOCC2)cc1C(=O)OCC(=O)NC1CCS(=O)(=O)C1 (stereo not given)	-6	1	21*	0	-3	-1.2	2	4	5	16
CN(c1ccc(OCC(=O)OCC(=O)Nc2ccccc2)cc1)S(=O)(=O)c1ccc(F)cc1	-2	4	0	0	-3	0.3	-14	2	0	2
Cn1c(=O)c2sccc2n2c(CCCC(=O)NCc3ccc4c(c3)OCO4)nnc12	1	-1	4	4	1	0.3	1	0	4	-4
Cc1nn(-c2ccccc2)c(C)c1C(=O)OCC(=O)Nc1ccc(C(N)=O)cc1	-2	-2	0	3	0	-1.1	-4	0	3	0
COc1cc(CN2CCC(C(=O)NCCC(C)C)CC2)ccc1OCc1ccccc1	-2	-8	2	-8	2	-2.1	1	1	-12	7
CCc1ccc(-c2csc(NC(=O)C3CC(=O)N(c4ccc5c(c4)OCCO5)C3)n2)cc1 (stereo not given)	-4	5	1	-9	6	0.6	-42	5	13	-34
COc1ccc(NC(=O)c2cc(S(=O)(=O)N3CCOCC3)cn2C)cc1Cl	4	0	-1	4	-1	0.5	-9	-5	1	-3
CC1(c2ccccc2)NC(=O)N(CC(=O)Nc2nnc(C3CC3)s2)C1=O (stereo not given)	5	5	-3	2	-4	-0.9	1	0	0	-7
Cc1ccc(NC(=O)CSc2nc(-c3ccco3)nc3cc(=O)[nH]n23)c(Cl)c1	4	-4	3	19	3	-1.0	1	3	26	11
CCN(CC)S(=O)(=O)c1cc(NC(=O)COC(=O)C2CCC2)ccc1C	0	-4	0	0	1	-1.2	1	0	1	-2
Cc1ccc(CNC(=O)c2nccnc2C(=O)O)cc1	3	-1	-3	10	-4	-0.2	10	-3	4	0
C/C(=N\Nc1ccc(S(=O)(=O)N2CCCCC2)cn1)c1cccc(Br)c1	-3	-7	0	5	3	0.4	-55	-1	7	-3
COc1ccc(C(=O)Nc2ccc(/C(C)=N/NC(=O)c3ccccc3O)cc2)cc1OC	-3	-5	-3	9	1	-3.1	0	0	4	13
CCn1c2ccc(CC(=O)O)cc2c2cc(CC(=O)O)ccc21	-2	-1	-2	2	-4	-1.0	10	0	8	15
O=C(O)c1ccc(NCCc2ccc(Cl)cc2)c([N+](=O)[O-])c1	-1	0	-1	-1	-6	2.0	-7	5	14	57*
Cc1ccccc1NC(=O)Cc1nnc(SCC(=O)NC2CCCC2)n1C	1	4	0	-3	1	0.3	6	7	-5	3
Cc1noc(NC(=O)c2c(-c3c(Cl)cccc3Cl)noc2C)c1[N+](=O)[O-]	-3	11	-1	3	3	0.0	.	0	-1	-2
CCc1nc(N2CCN(C(=O)c3ccccc3)CC2)c2c3c(sc2n1)CCCC3	5	-3	0	1	-5	2.1	-25	-7	0	1
C/C(=N/NC(=O)c1ccoc1C)c1ccc(NC(=O)C2CCCC2)cc1	6	-11	1	3	-3	0.5	2	-3	-1	9
Cc1ccc(C2=NN(CC(=O)NCCN(C)C)C(=O)CC2)cc1	-5	-2	-1	-5	-1	0.0	9	-1	-2	3
CNC(=O)/C(C#N)=C\c1ccc(CNS(=O)(=O)c2ccc(Cl)cc2)o1	2	2	0	5	-5	-1.4	6	-4	1	-2

3 entries from above, ordered by molecular weight, smallest number first:
compound	LEDGF integ inh	NR1D1 modulator	UHRF1 MBD2 ctr	TCR-CD3 inh	MBD2 inh	PG9 binder	HTRA1 inhibitor	PRMT1 inh	rCAG RNA binder	mABHD4 FP
O=C(CSc1nc(-c2ccccc2)cs1)NCc1ccco1	-1	-3	0	-4	3	1.6	-5	3	-2	-8
Cc1ccccc1NC(=O)Cc1nnc(SCC(=O)NC2CCCC2)n1C	1	4	0	-3	1	0.3	6	7	-5	3
COc1ccc(C(=O)Nc2ccc(/C(C)=N/NC(=O)c3ccccc3O)cc2)cc1OC	-3	-5	-3	9	1	-3.1	0	0	4	13

Continuation:
compound	LEDGF integ inh	NR1D1 modulator	UHRF1 MBD2 ctr	TCR-CD3 inh	MBD2 inh	PG9 binder	HTRA1 inhibitor	PRMT1 inh	rCAG RNA binder	mABHD4 FP
COC(=O)C1=C(C)N(Cc2ccc(OC)c(OC)c2)C(=O)C1	2	2	1	-10	3	-1.1	5	4	0	-1
O=c1c2ccccc2nc(SCc2cn3ccsc3n2)n1-c1ccc(F)cc1	-3	1	3	1	-5	2.1	-24	0	1	-21
CN(c1ccc(F)cc1)S(=O)(=O)c1ccc(Cl)c(C(=O)OCC(=O)NCc2ccco2)c1	-1	6	2	2	-1	0.4	-8	-3	3	-8
COc1ccc(OCc2nnc(SCC(=O)N(C)Cc3ccccc3)n2N)cc1	0	-2	4	-7	3	0.8	-3	21*	-5	4
C#Cc1ccc(CN2CCCC(C(=O)Nc3ccccc3Oc3cccnc3)C2)cc1 (stereo not given)	3	4	-2	6	4	0.5	-4	-1	-3	1
Cc1ccc(N(CC(=O)NC2CCCC2)C(=O)c2c(C)noc2C)cc1C	-1	-3	1	-2	1	2.2	2	5	-8	-3
Cc1ccc(Nc2nc(N)nc(CSC(=S)N3CCN(c4ccccc4)CC3)n2)cc1	-5	-5	0	-7	1	-1.0	-20	3	5	-6
COc1cccc(Nc2cc(C)c3ccccc3n2)c1	-7	3	0	-3	-1	-0.7	-15	4	2	11
CCOc1ccc2[nH]c(SCC(=O)OC)c([N+](=O)[O-])c2c1	5	3	0	2	-3	-1.8	2	13	0	3
COc1ccccc1N1CCN(C(=O)C2CC2)CC1	1	1	0	0	0	-1.8	.	5	-5	2
O=C(O)c1ccc(NC(=S)NC(=O)c2cccc(COc3ccccc3)c2)cc1	5	-4	-1	0	-6	0.3	-52	-3	48*	-29
O=c1cc(N2CCc3ccccc3C2)[nH]c(=O)n1-c1ccc(Br)cc1	-1	-4	1	4	6	0.1	7	-2	-3	0
N#CCCN1CCN(CCC#N)c2ccccc21	-5	0	7	-1	1	-15	8	17	3	7
O=C1c2ccccc2C(Nc2ccc3c(c2)OCCO3)N1c1ccc(Cl)cn1 (stereo not given)	0	6	0	6	-6	-0.4	2	-1	4	2
CC(=O)c1ccc(CCCCCCCCCC(=O)O)s1	5	-3	-2	4	1	6.5	1	2	17	6
Nc1nc2c(ncn2[C@@H]2O[C@H](CNS(=O)(=O)c3cccnc3)[C@@H](O)[C@H]2O)c(=O)[nH]1	0	-7	-1	-1	3	-0.5	.	-2	2	-2
CN=c1scc(-c2cccs2)n1/N=C/c1ccccc1O	-3	6	0	13	0	-1.1	-6	-2	5	3
CC1=N/C(=C\c2ccc([N+](=O)[O-])cc2)C(=O)N1c1ccc(F)cc1F	-3	2	2	-9	2	-1.2	2	5	10	1
Cc1ccc(N2C(N)=C(C#N)C(c3ccsc3)C3=C2CC(C)(C)CC3=O)cc1 (stereo not given)	-1	1	-5	-3	-3	0.5	2	1	1	-1
O=C(N/N=C/c1ccncc1)C1CC1(c1ccccc1)c1ccccc1 (stereo not given)	2	1	3	-9	-1	-0.1	-8	-4	2	-19
CCc1ccc(OCCCC(=O)Nc2nnc(C3CCCO3)s2)cc1 (stereo not given)	-3	-2	4	-2	2	-0.3	-3	2	-3	4
Cc1cc(C(=O)NCCC2=CCCCC2)ccc1[N+](=O)[O-]	-3	-2	-1	3	-1	-0.1	.	-3	0	-5
Cc1ccc(S(=O)(=O)N2CCN(c3ncnc4sccc34)CC2)cc1	2	1	-2	6	-7	0.7	-1	1	-5	2
CC1CCN(C(=O)COC(=O)c2cc(Cl)c3c(c2)OCO3)CC1	-1	7	-5	-6	2	-0.4	4	-1	6	3
Cc1ccc(-c2cn3cccnc3n2)cc1NC(=O)c1c(-c2ccccc2Cl)noc1C	7	2	-3	10	-4	1.4	-19	1	2	-7
Cc1ccc(/C=C2\CCOC2=O)cc1	-7	-7	-2	4	-7	0.7	3	7	0	-3
O=C(Nc1cccc(S(=O)(=O)N2CCCC2)c1)c1ccc(Cl)nc1	0	-1	1	1	0	-1.1	4	2	2	-1
CCn1cc(C(=O)NCC2CCCO2)c(=O)c2cc(S(=O)(=O)N(C)C3CCCCC3)ccc21 (stereo not given)	0	4	0	1	1	-0.4	-2	-4	1	0
O=C(Nc1sc2c(c1CN1CCOCC1)CCC2)c1ccc(F)cc1	-1	-2	15	-7	5	-0.9	-24	5	9	-2
Cc1ccc(C2CC(c3cccc(NS(C)(=O)=O)c3)=NN2S(C)(=O)=O)cc1 (stereo not given)	-1	-2	-2	2	-2	-0.5	-7	-1	1	1
CC(C)c1[nH]c(=O)c(C#N)c2c1COC(C)(C)C2	-4	6	2	-3	9	3.1	-8	2	-1	6
O=C(NCc1ccc2c(c1)OCO2)C1CCN(S(=O)(=O)c2ccc(F)cc2)CC1	-1	-3	6	-3	4	0.7	-4	3	-2	6
CC(C)(C)c1csc(NNC(=O)c2ccc(Br)cc2)n1	4	-6	3	0	8	-0.1	20	23*	4	-5
COc1ccc(S(=O)(=O)Nc2nc3c(s2)C(=O)CC(C)(C)C3)cc1	0	5	0	-1	-1	-0.3	-5	-3	6	4
NC(=O)c1ccsc1NC(=O)CS(=O)(=O)c1ccc(Cl)cc1	-3	0	-1	4	3	0.4	5	3	8	-7
COc1cc2c3c(c1OC)C(=O)CC3CCCC2 (stereo not given)	2	0	-2	3	-6	-0.4	.	-6	3	-1
CN(C)C(=O)N1CCC(C(=O)NCc2ccc(F)cc2)CC1	4	3	-1	7	-5	1.2	0	0	2	-1
CCC(=O)N1CCCc2cc(S(=O)(=O)CCC(=O)Nc3ccccc3C)ccc21	-1	-4	0	-5	4	-0.3	-1	1	-2	4
C=CCn1c(O)c(N=NC(=O)c2ccc3c(c2)OCO3)c2ccccc21	0	-5	0	5	-2	-2.0	3	0	4	0
CCCOc1ccc(C2C(C(=O)c3ccc(C)o3)=C(O)C(=O)N2CCCn2ccnc2)cc1 (stereo not given)	4	-2	-8	2	-4	55*	3	1	6	5
Cn1c(=O)n(C)c2cc(S(=O)(=O)Nc3ccccc3)ccc21	3	-3	-2	4	2	-1.1	1	-2	-1	-4
Cc1ccc(NC(=O)c2cc(S(=O)(=O)NCC3CCCO3)ccc2F)cc1 (stereo not given)	1	-4	45*	2	-1	-1.2	0	-6	4	-1
CCOC(=O)C1=C(c2ccccc2)NC(=S)NC1c1ccc(C)c([N+](=O)[O-])c1 (stereo not given)	-2	1	-2	6	2	0.8	-16	-1	4	-8
O=C(Nc1ccccc1)c1ccc2nsnc2c1	-4	1	0	-5	-1	0.6	-16	-1	-1	0
CC(CC(=O)NCc1ccc(Cl)cc1)c1ccccc1 (stereo not given)	-1	-9	-3	3	1	-1.0	-1	0	-6	4
